# High-throughput results deposited in PubChem by several laboratories.
# PfHsp40 rescue: compounds rescuing yeast from Plasmodium falciparum HSP40 toxicity; S. cerevisiae expressing PfHsp40, growth rescue, ATP luminescence; growth rescue, % at 12.5 µM; 340,000 compounds, 0.68% hits; AID 504582; in the data active = growth rescue above about 28%, passing the limit was not always enough; inconclusive = no clear call, values can overlap the other calls;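 also: yeast W303a lacking pdr1 and pdr3 grown in galactose medium; growth measured after three days at 30 °C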
# 3CLpro inhibitor: SARS-CoV 3CLpro protease inhibition; P0C6X7; recombinant SARS-CoV 3CLpro, quenched FRET peptide cleavage; inhibition, % at 6 µM; 290,000 compounds, 0.14% hits; in the data active = inhibition above about 12%
# Anthrax LF inh2: inhibitors of Bacillus anthracis lethal factor protease. inhibition, % at 10 µM. multiplex microsphere protease cleavage assay, LF. P15917. 360,000 compounds, 0.12% hits; also: plate controls were buffer without enzyme for full effect and enzyme alone for no effect
# Target sequence (P15917 whole entry, looked up): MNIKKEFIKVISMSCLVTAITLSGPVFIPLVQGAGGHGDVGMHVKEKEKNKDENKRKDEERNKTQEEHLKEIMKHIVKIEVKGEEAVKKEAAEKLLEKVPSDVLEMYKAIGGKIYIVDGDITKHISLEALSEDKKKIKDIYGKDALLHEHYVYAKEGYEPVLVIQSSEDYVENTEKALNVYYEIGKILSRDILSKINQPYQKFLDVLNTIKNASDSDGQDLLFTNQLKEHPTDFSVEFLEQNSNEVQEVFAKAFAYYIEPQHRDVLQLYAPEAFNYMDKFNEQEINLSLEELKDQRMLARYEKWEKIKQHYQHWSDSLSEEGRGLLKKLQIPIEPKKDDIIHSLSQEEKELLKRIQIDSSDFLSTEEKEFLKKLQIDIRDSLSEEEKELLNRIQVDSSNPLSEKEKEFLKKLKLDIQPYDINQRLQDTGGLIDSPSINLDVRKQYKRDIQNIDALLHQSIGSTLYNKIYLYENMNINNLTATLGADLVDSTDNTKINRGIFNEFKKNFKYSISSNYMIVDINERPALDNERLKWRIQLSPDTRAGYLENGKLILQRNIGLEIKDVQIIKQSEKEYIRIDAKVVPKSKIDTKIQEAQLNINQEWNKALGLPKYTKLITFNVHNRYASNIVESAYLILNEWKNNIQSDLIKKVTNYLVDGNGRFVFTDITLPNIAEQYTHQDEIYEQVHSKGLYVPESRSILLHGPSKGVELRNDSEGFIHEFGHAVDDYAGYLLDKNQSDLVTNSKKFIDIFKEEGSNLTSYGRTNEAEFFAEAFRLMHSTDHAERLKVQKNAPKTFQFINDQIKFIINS
# PriA SSB inh: inhibitors of Klebsiella pneumoniae PriA binding to SSB C-terminal tail; AlphaScreen SSBct-PriA binding, biotinylated peptide; inhibition, % at 33 µM; 430,000 compounds, 0.6% hits; AID 1272365; in the data active = inhibition mostly above about 37%, no sharp cut-off; inactive = mostly below about 20%;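 also: plate controls were negative control peptide for no effect and reference peptide for full effect; strong numbers were not always called active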
# TcdB GH inh: inhibitors of Clostridioides difficile toxin B glycohydrolase. inhibition, % at 9.99 µM. TcdB glycohydrolase enzymatic assay, plate reader. 350,000 compounds, 0.24% hits; in the data active = inhibition above about 10%
# BH1578 lux ind: quorum light induction in luxS cqsA deficient V. cholerae; V. cholerae BH1578 lux reporter, luminescence, 6 h; activation, % at 18.7 µM; 350,000 compounds, 0.16% hits; in the data active = activation mostly above about 9.7%, no sharp cut-off; inconclusive = no clear call, values can overlap the other calls; inactive = mostly below about 3.7%; also: not every result past the cut was called active; inactives centre near 0; reference of the scale not given here
# BoNT A protease: BoNT A light chain protease inhibition | 360,000 compounds, 0.17% hits | multiplex microsphere protease substrate cleavage, flow cytometry | inhibition, % at 10 µM; also: plate controls were buffer without enzyme for full effect and enzyme alone for no effect
# Y pestis TopoI: blocks Yersinia pestis topoisomerase I activity; 360,000 compounds, 0.064% hits; activity, % at 10 µM; Y. pestis Topo-I cleavage product accumulation, plate reader; in the data active = activity above about 50%, passing the limit was not always enough; inconclusive = no clear call, values can overlap the other calls; also: inactives centre near 2
# PrPC surface inh: reduces human prion protein on the cell surface; cell surface PrPC, TR-FRET read-out; 370,000 compounds, 0.43% hits; P04156; AID 720596; inhibition, % at 13.8 µM; in the data active = inhibition above about 24%; also: 0% = median of the test wells and 100% = reference compound wells
# Active calls of the source: *; i = inactive; u = inconclusive; x = no result given. Rule as the data show it, unless noted: active = inhibition above about 30%; inconclusive = no clear call, values can overlap the other calls; inactive = below that.
# Results follow in this order: BH1578 lux ind, 3CLpro inhibitor, Anthrax LF inh2, Y pestis TopoI, PrPC surface inh, PfHsp40 rescue, BoNT A protease, TcdB GH inh, PriA SSB inh
> COc1ccc2[nH]c(C(=O)N3CCNCC3)cc2c1OC
  -1.5, -2, -10, 12, 5, -0.6, -5.6, 0.1, -6
> O=C(OCc1cc(=O)n2ccsc2n1)C1(c2ccccc2)CC1
  i, x, -3, 7, 2, x, -0.1, 1.2, x
> CC(=O)c1sccc1NC(=O)c1ccccc1C(=O)O
  -0.5, -2, x, 6, 47*, 0.3, x, -2.3, -8
> COc1ccc(N2CCOCC2)c(NC(=O)c2cccs2)c1
  i, 6, 10, -2, -10, -0.7, 0.0, 0.6, -8
> CC(=O)c1ccc(NC(=O)CN2C(=O)/C(=C/C=C/c3ccccc3)SC2=S)cc1
  0.6, -2, 24, -9, -5, -1.2, 47*, 1.4, -3
> CS(=O)(=O)c1cccc(C(=O)N(CCc2ccccc2)Cc2cccs2)c1
  i, 2, -2, 13, 10, 0.4, -0.2, 1.1, 0
> O=C(CCNC(=O)c1ccc(Cl)cc1)NCc1cccc(C(F)(F)F)c1
  -0.9, x, u, -3, 9, -0.4, u, -3.8, -4
> COC(=O)Cc1ccc(Oc2ncc(C(F)(F)F)cc2Cl)cc1
  i, -1, -4, 14, 1, 6.3, 0.5, -4.1, -30
> Cn1nc(-c2ccccc2)c(CO)c1Oc1cccc(C(F)(F)F)c1
  -0.5, -3, 5, 10, -1, 0.9, 2.5, 0.9, -12
> CCOC(=O)c1ccccc1NC(=O)COc1coc(CN2CCc3ccccc32)cc1=O
  i, x, 8, 18, -1, -1.2, 7.6, 0.8, 19
> O=C1OC(c2cccc3c(F)cccc23)c2ccccc21 (stereo unspecified)
  1.5, x, -8, 12, -2, x, -1.6, 0.2, x
> CCn1nnnc1NC(=O)c1cc(OC)c(OC)c(OC)c1
  -0.9, 1, 0, -3, -11, 0.1, 0.5, 0.5, 5
> COCCOC(=O)c1c(C)n(C)c2ccc(OC(=O)c3c(OC)cccc3OC)cc12
  i, -2, 4, 26, 4, 1.1, -1.4, -0.9, -4
> N#Cc1cnn2c(-c3cccc([N+](=O)[O-])c3)ccnc12
  -0.4, x, -2, 3, -24, 0.8, -0.1, 0.2, 4
> CCN(CC)C(=O)CSc1nnc(-c2ccccc2)o1
  i, 3, 6, 6, -7, 0.5, 0.6, x, -12
> O=C(O)C1CC=CCC1C(=O)Nc1ccccc1 (stereo unspecified)
  i, 1, 1, 3, 8, -1.1, -1.0, x, -3
> CCN(CC)CCCNC(=O)Cn1nc(-c2ccccc2)ccc1=O
  -0.5, -3, -2, 2, 4, 1.9, 1.4, x, -19
> CN(CC(=O)Nc1ccccc1N1CCOCC1)S(=O)(=O)c1ccc(F)cc1
  i, -2, -1, -1, 13, -0.2, 2.7, x, -7
> COc1ccccc1C(=O)CN1C(=O)NC2(CCCCCC2)C1=O
  -0.8, x, 4, 0, -2, 0.5, -0.1, 3.7, -6
> O=C1CCNc2c(Cl)cc(Cl)cc21
  -0.3, 2, 7, -4, 13, 2.0, 2.3, 1.4, -31

# Pulled by compound from above, 2 records:
# Results follow in this order: BH1578 lux ind, 3CLpro inhibitor, Anthrax LF inh2, Y pestis TopoI, PrPC surface inh, PfHsp40 rescue, BoNT A protease, TcdB GH inh, PriA SSB inh
> Cn1nc(-c2ccccc2)c(CO)c1Oc1cccc(C(F)(F)F)c1
  -0.5, -3, 5, 10, -1, 0.9, 2.5, 0.9, -12
> COCCOC(=O)c1c(C)n(C)c2ccc(OC(=O)c3c(OC)cccc3OC)cc12
  i, -2, 4, 26, 4, 1.1, -1.4, -0.9, -4

# The listing continues:
# Results follow in this order: BH1578 lux ind, 3CLpro inhibitor, Anthrax LF inh2, Y pestis TopoI, PrPC surface inh, PfHsp40 rescue, BoNT A protease, TcdB GH inh, PriA SSB inh
> COc1ccc(-c2nnc(SCC3CCCO3)n2C)cc1 (stereo unspecified)
  1.4, 0, -1, -1, 0, -0.3, -1.2, -0.2, -1
> COc1ccc(S(=O)(=O)N2CCOCC2)cc1NC(=O)Cc1ccc(F)cc1
  -0.9, x, -3, -8, -3, x, -0.2, 1.4, x
> Cc1cccc(NC(=O)C2CCCN(S(=O)(=O)c3c(C)nn(C)c3C)C2)c1 (stereo unspecified)
  -0.3, x, -6, 2, 3, -0.7, -1.4, 1.6, 1
> COc1ccc([N+](=O)[O-])cc1/C=N/Nc1nn[nH]n1
  i, 3, -5, 6, -5, 0.0, 0.4, -4.0, x
> CC(=O)n1cc([C@H]2C=C(C(=O)NCc3ccccc3)O[C@@H](OCc3ccc(CO)cc3)C2)c2ccccc21
  -0.5, -4, 2, -4, 1, 1.8, 0.5, -7.3, 2
> CC(=O)Nc1ccc(NC(=O)C2CCN(C(=O)C3CC(=O)N(c4ccc(C)cc4)C3)CC2)cc1 (stereo unspecified)
  -0.2, -5, 1, -2, 2, 0.8, 1.0, 0.2, -13
> CN1OC[C@@H]2CN[C@H](c3cccc(Oc4ccccc4)c3)C[C@@H]21
  0.7, x, 8, -2, -6, x, 0.4, 2.3, x
> O=S(=O)(c1ccc(Cl)cc1)c1cnc2ccccc2n1
  i, 1, 0, 0, -3, -0.4, 0.4, 1.0, 2
> CCOC(=O)N1CCC(N2C(=O)c3ccccc3C2Nc2ccc(Cl)cn2)CC1 (stereo unspecified)
  -0.1, -1, -3, 20, 3, -0.2, 0.0, 1.4, 7
> O=C1c2cc(F)ccc2-n2c1nc1ccccc1c2=O
  -1.1, -3, -8, -1, 8, 0.9, -11, 0.7, 2
> CCN(CC)C(=O)CN(c1cc2c(cc1OC)oc1ccccc12)S(=O)(=O)c1ccc(C)cc1
  -3.2, -3, 0, -1, 10, 0.5, 0.3, x, -1
> C=CCOC(=O)/C(=C/c1cccnc1)NC(=O)c1ccccc1
  -0.4, -1, x, 1, -10, -0.2, x, 0.5, -15
> CCOc1ccc(C2c3[nH]c4ccccc4c3C[C@H]3C(=O)N(C4CCN(Cc5ccccc5)CC4)CC(=O)N23)cc1OC (stereo partly specified)
  i, 0, -4, -1, 1, 1.6, -2.7, 0.5, -2
> CN(Cc1ccco1)S(=O)(=O)c1ccc2c(c1)CCN2C(=O)CCC(=O)O
  i, 0, -7, -5, 1, 1.4, -0.7, x, -6
> CSC(=NC#N)N1CCN(C(c2ccccc2)c2ccccc2)CC1
  -1.0, 5, 10, 2, 1, 3.0, 0.6, 0.8, 2
> CCN(CCn1cccn1)C(=O)c1cc(COc2cc(C)ccc2C)on1
  -0.3, 4, 0, 24, 2, -1.3, 1.1, -1.3, -9
> COCCNC(=O)c1cc2ncc(Br)cn2n1
  -0.5, 4, 1, 1, -3, -2.1, -0.4, x, 2
> O=C1CCN(C(=O)Nc2cccc(Cl)c2)N1
  i, -6, -3, -2, 3, -0.6, -1.0, x, -2
> N#Cc1ccc(COc2ccc(CCO)cc2-n2nc3ccccc3n2)cc1
  x, -6, -2, 19, 2, 2.0, 0.8, x, -11
> Cc1cccc(C(=O)Nc2cccc(C(=O)N3CCOCC3)c2)c1
  2.9, 0, 3, 4, -3, -0.1, 3.0, x, 3
> CCOc1cc(C2Nc3ccccc3C(=O)N2c2ccccc2)c(Br)cc1OCC(=O)O (stereo unspecified)
  -0.2, 1, -5, 4, 93*, 0.3, -0.2, x, -10
> CCC1CCCCN1CCCNC(=O)C1CCCN(S(=O)(=O)N2CC(C)CC(C)C2)C1 (stereo unspecified)
  -0.1, -4, -2, 4, 2, 0.3, -4.4, 2.7, 3
> COc1cc(C#N)ccc1OCC(=O)Nc1ccc(C)c(S(=O)(=O)N2CCOCC2)c1
  i, 8, -5, 17, 12, -0.5, -1.0, -0.5, 2
> CCOC(=O)Cn1c(=O)n(CC(=O)OCC)c2ccccc21
  -0.4, -1, 6, -3, -4, -0.7, 2.0, x, -4
> CCN(C(=O)CN1CCCCC1C)c1c(N)n(Cc2ccccc2)c(=O)[nH]c1=O (stereo unspecified)
  i, x, -10, 6, 5, 0.2, 0.5, -0.2, 6
> Brc1ccc(-c2nc3ncccn3c2Nc2ccc3c(c2)OCCO3)o1
  -1.7, 0, 3, 2, -10, 1.1, -0.2, x, 11
> CCN(CC(=O)NCc1ccc(Cl)cc1)C(=O)COc1ccc(C)cc1C
  -2.9, 1, -2, 11, 2, -0.4, -2.7, 1.1, -27
> COC(=O)C1=C(C(=O)OC)C2C(C)=CC(C)=CN2C(C(=O)OC)=C1C(=O)OC (stereo unspecified)
  -0.3, 3, -2, -7, 0, 0.5, 0.2, x, -6
> COc1cccc(CNC(=O)CC2C(=O)NCCN2Cc2ccoc2)c1OC (stereo unspecified)
  i, 6, -7, 8, 2, 1.3, -1.6, 2.0, 2
> CCc1ccc(C(=O)CSc2nc(N)cc(=O)[nH]2)cc1
  0.4, 6, 9, -4, -5, -2.1, -1.3, 0.8, -9
> Cc1ccc(/C=C(\NC(=O)c2ccc(C)cc2)C(=O)NCCCn2ccnc2)cc1
  -0.2, 3, 0, -7, -6, -1.1, -0.3, 1.3, -1
> CCn1c(NC(=O)c2ccccc2)nc2ccccc21
  -0.4, 2, x, -3, -12, 3.4, x, 1.4, -11
> O=C(COc1ccccc1Cl)N1CCNC1=O
  10, x, 1, -1, 3, -0.5, 0.0, 3.9, -4
> CCCCn1c(=O)c(C=Nc2cc([N+](=O)[O-])ccc2OC)c(O)n(CCCCl)c1=O
  -0.3, 0, -1, -3, 2, 1.1, 0.9, 1.4, -2
> COC(=O)/C=C1\S/C(=N/N=C/c2ccc(Cl)cc2)NC1=O
  -0.9, 4, -5, 12, 4, 0.1, 0.4, -0.8, x
> CC1(C(=O)NCc2cccs2)Cc2c(-c3cccc(C(F)(F)F)c3)ccnc2O1 (stereo unspecified)
  0.3, x, -1, 28, 7, x, -0.2, 0.8, x
> CCCNC(=O)N1CCC(n2nccc2NC(=O)CCOc2ccccc2)CC1
  i, 6, 4, 3, -6, 0.9, 6.1, 0.6, 3
> CCC/C(C)=C/c1ccc(CC)cn1
  -0.5, 2, -13, 0, 1, -2.3, 2.2, 0.4, -3
> O=C(CCC(=O)N1CCN(c2ccc(O)cc2)CC1)c1cccs1
  i, -3, 6, 2, -1, -0.2, -0.9, -0.3, -12
> CC1CCN(C(=O)c2ccc(N3C(=O)c4ccccc4C3=O)cc2)CC1
  -1.5, 4, -12, -3, -2, 0.4, 2.2, 1.9, -3
> O=C(O)COc1ccc(-c2nnn(Cc3ccccc3F)n2)cc1
  i, 1, -2, -2, 5, 0.8, -0.6, x, -32
> CCC(=O)Nc1nnc(S(=O)(=O)N2CCc3ccccc32)s1
  -0.2, -6, 0, -2, 9, 0.9, -0.2, 0.5, -348
> Cc1ccc(-c2[nH]nc3c2C(C)C(C#N)=C(N)O3)cc1 (stereo unspecified)
  -0.7, 0, -3, 4, 5, -0.6, -0.1, x, -10
> O=C(CCS(=O)(=O)c1ccccc1)Nc1nc2c(s1)COc1ccccc1-2
  i, -2, 1, -5, -2, 1.4, 0.4, 3.2, -5
> Cc1nc(N2CCN(S(=O)(=O)c3cccc4nonc34)CC2)c2c3c(sc2n1)CCCC3
  i, -1, -2, 4, -6, -0.2, 0.6, x, 19
> O=C(CCNC(=O)c1ccc(Br)cc1)Nc1ccc(S(=O)(=O)N2CCCCC2)cc1
  i, x, 2, 15, 1, -0.8, 0.1, 0.4, -2
> CCc1c(Cl)nc(N)nc1Nc1ccccc1Cl
  i, x, -3, 4, 5, -0.3, -0.4, -8.1, -4
> Cn1c(=O)c2cc(NC(=S)NC3CCCCC3)ccc2n1Cc1ccc(Cl)cc1
  -0.7, x, -7, 10, 7, x, 0.2, 0.8, x
> O=C(CN1CCN(S(=O)(=O)c2ccccc2)CC1)NC1CC1
  -0.3, 0, -3, 5, -1, 0.7, -1.8, -0.2, 4
> O=C1C(=O)N(c2ccc(O)cc2)C(c2ccccc2[N+](=O)[O-])/C1=C(\O)c1ccccc1 (stereo unspecified)
  -0.2, 5, -2, 16, -6, -0.2, -0.7, 7.9, x
> CCN(CC(=O)Nc1c(F)cccc1F)C(=O)C1CCN(C(=O)Nc2ccccc2)CC1
  -0.3, x, -4, 7, -4, -1.0, 0.0, -0.9, 7
> c1ccc(Nc2nc(-c3ccccc3)nc3ccccc23)cc1
  i, 0, -2, -12, 11, 11, -1.5, 0.2, -76

# A portion of the library; count on the stated rates, not on these rows.
